P. falciparum M17LAP = P. falciparum M17LAP inhibitors, primary screen, biochemical, fluorogenic H-Leu-NHMec substrate, 1536-well (AID 1619); recombinant M17LAP, H-Leu-NHMec fluorogenic kinetic assay; higher % means a stronger effect; inhibition, % at 30 µM; hits with a dose series show IC50 in µM; 0.38% of 220,000 active;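 active means compound inhibiting the enzyme by more than half at any dose during confirmatory dose-response retesting; inconclusive means strong single-dose inhibitors picked by rank but not retested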;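 further: plate controls were full reaction with DMSO carrier for no effect and no enzyme background for full effect; strong numbers were not always called active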
AID2073 = disruptors of CaV2.2 binding to Mint1 – biochemical, HTRF (AID 2073); HTRF protein-protein interaction, Mint1-CaV2.2; higher % means a stronger effect; inhibition, % at 20 µM; hits with a dose series show IC50 in µM; 0.19% of 290,000 active; in the data active means inhibition mostly above about 51%, no sharp cut-off; inconclusive means no clear call, values can overlap the other calls; inactive means mostly below about 53%; further: some results filed as inactive read as strong as hits
ER stress rescue = protection against thapsigargin-triggered cell killing – 384-well, CSM14.1, ATP luminescence, primary screen (AID 1222); cellular ATP content (survival), % at 20 µM; hits with a dose series show EC50 in µM; CSM14.1 thapsigargin-induced death rescue, ATP luminescence; higher % means a stronger effect; 190,000 tested, under 10 active;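 active means EC50 below 50 µM in the dose-response confirmation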;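 further: death triggered by thapsigargin at about 15 µM added after 2 h compound pretreatment; cell ATP read after overnight thapsigargin exposure of roughly 18 to 22 hours; normalized against plate controls of thapsigargin alone and 5% DMSO vehicle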
SIAH1 antagonists = Siah-1 peptide-binding antagonists, primary screen, biochemical, fluorescence polarization, rhodamine-plectin, uHTS (AID 1817); Siah-1 / rhodamine-plectin peptide fluorescence polarization; higher % means a stronger effect; one-dose displacement, % at 20 µM; IC50 in µM for titrated hits; 0.02% of 290,000 active;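 active means displacement of at least 50% at 20 µM, with a fluorescence ratio check between 0.3 and a set limit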;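 further: plate controls were Siah plus tracer with DMSO for no effect and tracer alone without Siah for full effect; strong numbers were not always called active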
P. falciparum M1AAP = malaria alanyl aminopeptidase activity blockers – biochemical, fluorogenic H-Leu-NHMec substrate, 1536-well (AID 1445); recombinant M1AAP, H-Leu-NHMec fluorogenic kinetic assay; higher % means a stronger effect; inhibition, % at 30 µM, or IC50 in µM where a hit was titrated; 0.42% of 220,000 active;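 active means primary inhibition above the hit cutoff, then over 50% inhibition at one or more dose response concentrations, cut at about 23% in these data, passing the limit was not always enough; inconclusive means conflicting primary data, or primary hits not chosen for dose response; inactive means low primary inhibition, or under 50% at every dose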;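 further: plate controls were DMSO full reaction for no effect and no enzyme background for full effect; strong numbers were not always called active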
Lipid droplet = modulators of hepatic lipid droplet formation | 0.4% of 240,000 active | AID 1656 | AML12 mouse hepatocytes, oleate lipid droplets, BODIPY imaging | inhibition, % at 6.5 µM;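 active means lipid droplet intensity inhibited by at least 50%, with more than 500 cells counted; inconclusive means wells with under 300 cells, treated as cytotoxic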
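Material – AML12 mouse liver cells · Also added – oleate loading, 100 µM · Compound dosing – 6.5 µM single-point dosing · Times – overnight treatment with compound plus oleate · Measured by – fluorescence imaging, 20x objective, two fields per well · Read-out – percent inhibition of filter-corrected integrated lipid droplet intensity per well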
HEK293 NOD2/NF-kB = inhibition of NOD2-driven NF-kB reporter – cell-based, luminescence, uHTS, HEK293 (AID 1566); HEK293 NOD2/NF-kB luciferase reporter, luminescence; higher % means a stronger effect; 0.63% of 290,000 active; inhibition, % at 4 µM; hits with a dose series show EC50 in µM; further: many of its hits are not listed in these tables
LYP phosphatase = inhibitors of LYP phosphatase, biochemical, fluorescence intensity, uHTS (AID 1779). recombinant LYP phosphatase, fluorescence intensity; higher % means a stronger effect. one-dose inhibition, % at 11.5 µM; IC50 in µM for titrated hits. 0.054% of 290,000 active;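 further: plate controls were vehicle with enzyme for no effect and no enzyme for full effect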
XIAP displacement = XIAP antagonists, biochemical, IAP family, fluorescence polarization (AID 1018) | 0.007% of 200,000 active | XIAP BIR domain, fluorescence polarization peptide displacement; higher % means a stronger effect | one-dose displacement, % at 20 µM; IC50 in µM for titrated hits; in the data active means displacement above about 50%; further: a part of the inactive calls stands beside numbers as strong as those of hits
Lipid droplet cells 6.5 µM = second read-out of Lipid droplet, no call of its own (marks repeat the call); cell count; measured here: cell count, cytotoxicity flag;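 cells counted across two imaged fields per well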
Numbers without * were called inactive; ? = inconclusive; · = not tested or not shown. Unless noted, no stated cut-off is given here; in the data, active means inhibition above about 50%; inactive means the rest. This is a subset (hit frequency here may not be typical).

smiles,P. falciparum M17LAP,AID2073,ER stress rescue,SIAH1 antagonists,P. falciparum M1AAP,Lipid droplet,Lipid droplet cells 6.5 µM,HEK293 NOD2/NF-kB,LYP phosphatase,XIAP displacement
COC(=O)c1sccc1NC(=O)/C=C/c1ccc(Cl)cc1Cl,-3%,-1%,0.7%,1%,3%,0,667,6%,0%,-18%
Cc1ccc(/C(=N\S(=O)(=O)c2ccc(Br)cc2)Nc2ccccc2C)cc1,·,6%,·,0%,·,-8,756,11%,-8%,·
CCOC(=O)c1c(C)n(C)c2c1cc(OC(C)=O)c1ccccc12,·,40%,·,1%,·,4,851,4%,-5%,·
O=C(NCc1cccs1)C1CCC(CNS(=O)(=O)c2cccc3nsnc23)CC1 (stereo unspecified),6%,-3%,0.2%,-1%,-1%,·,·,2%,-2%,-4.9%
CC(C)N=C(NC#N)SCc1ccccc1,-2%,10%,-1.3%,1%,-3%,·,·,8%,-10%,1.7%
COc1ccc(NC(=O)c2cccc(Cn3cc(Br)c([N+](=O)[O-])n3)c2)c(C)c1,-3%,-6%,-1.1%,0%,0%,-3,576,12%,-2%,-3.1%
Cc1c(C(=O)NC(=S)NCc2cccnc2)cccc1[N+](=O)[O-],·,-9%,·,2%,·,14,664,0%,0%,·
On1c(-c2ccco2)nc2c1CCc1nonc1-2,12%,0%,-1.8%,-1%,17%,·,·,-6%,4%,-6.9%
CC1CCN(C(=O)CSCC(=O)Nc2nc(-c3cccs3)cs2)CC1,-10%,11%,-0.1%,10%,0%,47,756,20%,-4%,1.8%
CCN(CC)S(=O)(=O)N1CCC(C(=O)NCc2ccco2)CC1,-6%,2%,-6.1%,-3%,0%,-16,610,17%,-6%,-11%
Cc1cc(=O)oc2cc(OCc3ccc(C(=O)OCC(=O)NC4CCS(=O)(=O)C4)cc3)ccc12 (stereo unspecified),-4%,33%,·,15%,7%,4,707,-20%,-8%,·
Cc1ccc(N(C(=O)Cn2nnc3ccccc32)C(C(=O)NC2CCCCC2)c2cn(C)nc2C)cc1 (stereo unspecified),-2%,-6%,-2.4%,-6%,2%,·,·,23%,-8%,-6.5%
CN(CCO)c1nc2c(c(=O)n(Cc3ccc(Cl)cc3)c(=O)n2C)n1C,·,-4%,·,0%,·,-4,808,-3%,3%,·
O=C(Cc1cccs1)N(Cc1cccs1)C1(C(=O)NC2CCCCC2)CCCCC1,2%,-1%,-1.3%,2%,3%,-27,727,-40%,4%,-19%
Cn1cnc([N+](=O)[O-])c1Oc1ccc2ccccc2c1,-6%,-7%,-1.7%,0%,-5%,5,603,-6%,-9%,-3.9%
Cc1c(C(=O)O)cccc1-n1c(C)cc(/C=N/NC(=O)c2cc3ccccc3o2)c1C,55%,11%,-2.3%,2%,7%,10,660,-7%,-3%,-6.7%
COc1ccc(C(=O)Nc2sc(C)c(-c3ccccc3)c2C#N)cc1OC,11%,5%,2.8%,3%,9%,-18,740,24%,11%,-7.9%
COc1ccc(N(CC(=O)Nc2ccccc2F)S(=O)(=O)c2ccc(C)c([N+](=O)[O-])c2)cc1,0%,7%,-0.4%,-6%,2%,·,·,8%,-8%,-4.2%
COc1ccc(NC(=O)c2ccco2)cc1NC(=O)c1cc2ccccc2o1,-1%,6%,3.4%,0%,6%,·,·,10%,-7%,-2.3%
COc1cc2c(cc1NC(=O)C(C)Sc1ccc(C)cc1)oc1ccccc12 (stereo unspecified),5%,5%,-0.9%,-1%,-7%,·,·,-2%,-4%,-5.0%
O=C(COC(=O)c1cccnc1Nc1ccccc1F)NCc1ccc2c(c1)OCO2,2%,?,-0.7%,-4%,11%,·,·,-10%,-12%,-6.8%
CCOC(=O)C1CCN(C(=O)c2sc3nc(-c4ccccc4)cn3c2C)CC1,1%,-8%,0.1%,0%,5%,12,783,2%,-7%,-4.2%
COc1ccccc1NC(=O)COC(=O)c1ccccn1,·,13%,·,1%,·,-11,756,0%,-7%,·
O=S(=O)(Nc1ccc(Cl)cn1)c1cccs1,·,21%,·,-1%,·,22,786,4%,-6%,·
O=C(NCC1COc2ccccc2O1)C1CCCN(S(=O)(=O)c2cccc3nsnc23)C1 (stereo unspecified),8%,7%,-1.0%,1%,-3%,·,·,20%,-5%,-9.5%
CCC(C)(C)NC(=O)CCn1c(-c2ccccc2)cc(C(C)=O)c1C,-2%,1%,-1.7%,4%,0%,22,757,-7%,-6%,-10%
O=C(N/N=C/c1cc(Cl)cc([N+](=O)[O-])c1O)c1ccccc1NS(=O)(=O)c1cccs1,-1%,16%,·,37%,20%,13,764,7%,1%,·
CCc1ccc(OCCSc2nc3ccccc3n2CCC(=O)O)cc1,·,13%,·,-2%,·,-2,823,9%,-3%,·
Cc1ccccc1-n1c(=O)[nH]c(=O)c2c(N)c(C(=O)c3ccc(Cl)cc3)sc21,1%,6%,-0.7%,6%,6%,15,605,9%,-4%,-11%
CC(=O)Nc1ccc(S(=O)(=O)C(C#N)c2nc3ccccc3nc2NCCN2CCOCC2)cc1 (stereo unspecified),-4%,?,0.9%,-6%,8%,2,694,-17%,-10%,-7.8%
COc1ccc(C(=O)/C=C/N(C)C)cc1,20%,0%,-1.8%,-4%,0%,10,688,-4%,8%,-5.6%
C/C(=C1\SC(N2CCOCC2)=NC1=O)c1ccccc1,11%,0%,1.4%,0%,4%,·,·,0%,-4%,1.1%
COc1ccccc1CC(=O)Nc1ccc([N+](=O)[O-])cc1OC,-1%,-2%,-1.7%,6%,8%,1,648,12%,-6%,-4.1%
Cc1cc(O)ccc1Nc1nc(-c2sc(N)nc2C)cs1,-3%,-4%,2.5%,-2%,5%,-1,666,4%,0%,-9.6%
CCOC(=O)C1CCCN(C(=O)c2cc(-c3ccccc3)on2)C1 (stereo unspecified),4%,-10%,-0.6%,-5%,7%,0,824,7%,-1%,-2.5%
CN(C)c1ccc(/C=C2\CCCc3c2nc2ccccc2c3C(=O)O)cc1,·,19%,·,1%,·,8,841,-60%,-3%,·
COc1ccc(N(C(=O)/C=C/c2ccccc2)C2=CC3CCC(C2)N3C)cc1 (stereo unspecified),-1%,8%,·,-2%,1%,-8,765,29%,-4%,·
COc1ccc(NC(=O)CN2CCN(c3ccc(C)cc3C)CC2)cc1,·,11%,·,3%,·,14,786,4%,-2%,·
CCOCC(=O)Nc1nc2ccc(OC)cc2s1,1%,0%,·,-1%,-10%,1,755,-63%,0%,2.1%
C=CCn1c(SCC(=O)N2CCN(c3ccccc3)CC2)nc2c([nH]c3ccccc32)c1=O,·,22%,·,-3%,·,22,795,-46%,-8%,·
O=C(CSc1nnc(COc2ccccc2)o1)c1ccccc1,-2%,-3%,-1.2%,3%,0%,12,748,-2%,-7%,-6.1%
CCn1c2ccccc2c2cc(NC(=O)COC(=O)C3CCC(=O)N3)ccc21 (stereo unspecified),7%,-4%,9.5%,0%,0%,·,·,9%,-11%,-2.9%
O=C(Cn1cc2c(n1)CCCCC2)Nc1ccc(F)cc1F,5%,-8%,·,10%,7%,4,599,-4%,-6%,-3.4%
Cc1ccc(C2NS(=O)(=O)N=C2N)cc1 (stereo unspecified),-4%,-1%,-0.7%,3%,7%,8,801,12%,-3%,-2.7%
Oc1ccccc1N1CCN(c2nnnn2-c2ccccc2)CC1,9%,1%,·,4%,3%,-20,676,6%,-2%,·
CC(C)c1ccc(NC(=O)[C@@H](NC(=O)N2CC(=O)Nc3ccccc32)C(C)C)cc1,·,-3%,·,0%,·,22,692,-9%,0%,·
COc1ccc(CNC(=O)CN2c3ccccc3S(=O)(=O)c3ccccc32)cc1,·,24%,·,3%,·,7,783,15%,-6%,·
Fc1ccc(OCCn2cnc(Cl)c2Cl)cc1,6%,-4%,·,16%,2%,0,761,12%,-7%,·
CCCCCC(=O)NNC(=S)NC(C)=O,12%,-7%,0.5%,0%,-11%,5,739,0%,0%,-7.2%
Cc1ccc(-c2cc(C(=O)N/N=C/c3c[nH]c4ccccc34)n[nH]2)o1,6%,-12%,-2.1%,10%,6%,26,695,-10%,0%,-1.5%
Cc1ccc(N(C(=O)Cn2nnc(-c3ccccc3F)n2)C(C(=O)NC2CCCC2)c2ccncc2)cc1 (stereo unspecified),·,4%,·,4%,·,4,799,0%,-2%,·
CC(Sc1nnc(-c2ccc(OC(F)F)cc2)o1)C(=O)NCC1CCCO1 (stereo unspecified),·,-2%,·,-3%,·,-1,829,4%,-1%,·
C=C1C(C(=O)Nc2ccc(OCC)cc2)C1C(=O)Nc1ccc(OCC)cc1 (stereo unspecified),-8%,20%,0.9%,-6%,-6%,-8,681,-7%,-13%,-3.9%
O=C(CN1CCOCC1)Nc1scc(-c2ccccc2)c1C(=O)N1CCOCC1,-4%,-15%,1.6%,2%,23%,·,·,6%,-10%,-5.6%
CN1C(=O)C(CC(=O)NCCc2ccccc2)N(NC(=O)c2cccc(F)c2)C1=S (stereo unspecified),·,1%,·,-2%,·,-2,828,2%,-5%,·
O=c1[nH][nH]c2c(N=Cc3ccccc3O)ccc(F)c12,31%,?,·,89%,21%,7,721,15%,-4%,·

High-throughput results deposited in PubChem BioAssay by several laboratories.
